BRCA1 expr act: activators of BRCA1 expression; MCF7-BRCA1-FFLuc reporter, luminescence, 48 h; response scale: scaled: vehicle 0%, 10 µM genistein 100%; Potency, µM (highest dose often 46.1 µM), for inactives: top-dose activation, usual class: activators; actives 1.1% (n = 380,000); AID 624202; further: potency means the concentration at half of the fitted maximal effect; nearly all actives have a fitted effect of over 80% in size; some results filed as inactive show a strong effect at the top dose
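Cells: MCF7-BRCA1-FFLuc, 2000/well. Exposure: 48 h, 37 °C, 5% CO2. Read: luminescence, 15 min post-substrate. Controls: genistein 10 microM (maximal activation), DMSO (neutral).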
Giardia kill: kills Giardia lamblia; Giardia lamblia trophozoite viability; actives 0.15% (n = 340,000); activity change, % at 7.66 µM, hits read low; in the data active means activity change below about -80%; inconclusive means between about -30% and that limit;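 further: parasites exposed to compound for two days anaerobically before the ATP read; on the % scale 0 is the no-effect control and ±100 the full control effect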
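Each well holds 100 Giardia trophozoites and compound. After two days (48 hrs) at 37 deg C in anaerobic conditions, ATP is quantified by luminescence.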
FLuc counter: counter-screen for miR-21 project: firefly luciferase inhibitors or activators; Potency, µM (doses to about 57.5 µM), for the others: at the highest dose activity change, negative = inhibition, hits mostly inhibitors; actives 6.9% (n = 360,000); P08659; purified FLuc, Km substrates, luminescence inhibition;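 further: potency means the concentration at half of the fitted maximal effect; plate controls were vehicle for no effect and reference inhibitor for full effect; nearly all actives have a fitted effect of over 55% in size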
Target sequence (P08659 whole entry, looked up): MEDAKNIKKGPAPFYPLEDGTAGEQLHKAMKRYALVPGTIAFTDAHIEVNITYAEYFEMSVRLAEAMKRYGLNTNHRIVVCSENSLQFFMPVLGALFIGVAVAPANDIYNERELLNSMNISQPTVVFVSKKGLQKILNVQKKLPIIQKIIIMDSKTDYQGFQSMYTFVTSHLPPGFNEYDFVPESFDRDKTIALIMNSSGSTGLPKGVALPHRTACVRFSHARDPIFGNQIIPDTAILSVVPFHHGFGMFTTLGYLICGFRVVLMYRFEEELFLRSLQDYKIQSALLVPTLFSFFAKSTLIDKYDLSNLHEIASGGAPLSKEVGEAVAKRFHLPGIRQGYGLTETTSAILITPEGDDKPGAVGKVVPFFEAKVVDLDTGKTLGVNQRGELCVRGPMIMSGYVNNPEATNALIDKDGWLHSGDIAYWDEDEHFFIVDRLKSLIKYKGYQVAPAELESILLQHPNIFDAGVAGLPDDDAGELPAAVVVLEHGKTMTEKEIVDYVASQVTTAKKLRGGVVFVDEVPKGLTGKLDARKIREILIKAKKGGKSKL
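Biochemical qHTS of compounds, final roughly 60 µM downward over six points, against 10 nM purified firefly luciferase using Km concentrations of substrates (10 uM D-luciferin, 10 uM ATP) in Tris acetate pH 7.5 buffer; luminescence output.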
NPC1 promoter act: NPC1 promoter activation. Huh7 NPC1 promoter luciferase reporter, 24 h. Potency, µM (doses to about 9.22 µM), for the others: at the highest dose activation, actives largely listed as activators. actives 2.4% (n = 320,000). AID 485313;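 further: potency means the concentration at half of the fitted maximal effect; % of control where 0% means no effect; nearly all actives have a fitted effect of over 60% in size; reporter is driven by a mutant NPC1 promoter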
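Stable NPC1-promoter luciferase Huh7 line; cpd (DMSO) 24 h, 37 °C, 5% CO2; Amplite luciferase reagent 10 min RT; luminescence readout. qHTS format.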
Menin-MLL TR inh: inhibitors of human menin-MLL interaction, mutant MLL peptide | actives 0.23% (n = 270,000) | O00255 | Potency, µM (doses to about 61.6 µM), for inactives: at the highest dose FP activity change, negative = inhibition, usual class: inhibitors | Menin + Texas Red MLL mutant peptide, fluorescence polarization; active means well fitted inhibition curve with a large enough effect in the polarisation, with a control signal flat, not every such curve was filed as active; inconclusive means small, poorly fitted or top-dose-only effect, or effect the other way, or a change in a side signal; inactive means no such curve, though single readings can be large or run the other way; the % refers to the polarisation; further: potency means the concentration at half of the fitted maximal effect; % of control where 0% means no effect; many of its hits are not listed in these tables
VP16 counter: Gal4-VP16 reporter inhibition counter-screen; Drosophila S2 Gal4-VP16 UAS-luciferase, luminescence, 20 h; Potency, µM (top dose mostly 53.6 µM), without a hit: top-dose activity, negative = inhibition, most hits filed as inhibitors; actives 3.5% (n = 310,000); AID 2546;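 further: Gal4-VP16 expression switched on by copper sulfate through the metallothionein promoter; potency means the concentration at half of the fitted maximal effect; on the % scale 0 is the no-effect control and ±100 the full control effect; nearly all actives have a fitted effect of over 50% in size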
PKM2 act: increases activity of human pyruvate kinase M2; P14618; purified PKM2, Kinase-Glo ATP luminescence, activation; response scale: 0% is enzyme alone, no compound; Potency, µM (highest dose often 57.5 µM), for the others: at the highest dose activation, usual class: activators; actives 0.34% (n = 260,000); AID 1631; further: potency means the concentration at half of the fitted maximal effect; on the % scale 0 is the no-effect control and ±100 the full control effect; nearly all actives have a fitted effect of over 55% in size
Target sequence (P14618 whole entry, looked up): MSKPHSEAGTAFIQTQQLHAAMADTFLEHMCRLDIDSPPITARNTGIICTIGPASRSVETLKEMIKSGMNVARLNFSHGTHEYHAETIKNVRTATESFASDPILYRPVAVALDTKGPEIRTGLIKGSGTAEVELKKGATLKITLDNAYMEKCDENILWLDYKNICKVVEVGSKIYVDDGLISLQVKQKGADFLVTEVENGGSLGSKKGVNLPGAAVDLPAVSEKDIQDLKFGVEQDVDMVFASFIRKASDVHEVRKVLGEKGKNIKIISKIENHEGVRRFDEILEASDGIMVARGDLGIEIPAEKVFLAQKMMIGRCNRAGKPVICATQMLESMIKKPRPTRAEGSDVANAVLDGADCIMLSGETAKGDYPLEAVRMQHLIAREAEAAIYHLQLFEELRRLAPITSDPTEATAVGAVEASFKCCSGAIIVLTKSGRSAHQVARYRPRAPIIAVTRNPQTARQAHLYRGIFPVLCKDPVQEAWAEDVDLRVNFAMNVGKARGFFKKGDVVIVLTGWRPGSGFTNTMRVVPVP
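ATP formation by purified human PK-M2, quantified via coupled luciferase luminescence after 1 h at room temperature with 0.1 mM ADP and 0.5 mM PEP final.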
Rab9 prom act: activates the Rab9 promoter; AID 485297; actives 2.8% (n = 320,000); Huh7 Rab9 promoter-luciferase reporter, luminescence, 24 h; Potency, µM (highest dose often 9.22 µM), inactives show top-dose activation, negative = inhibition, hits mostly activators; further: potency means the concentration at half of the fitted maximal effect; % of control where 0% means no effect; nearly all actives have a fitted effect of over 60% in size
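Stable Rab9-luc Huh7, 1500 cells/well, 2 h settle; cmpd in DMSO, 24 h, 37 °C/5% CO2; luciferase reagent 10 min RT; luminescence.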
p53 reactivator: mutant p53 re-activation in reporter cells; Potency, µM (series often up to 92.2 µM), for inactives: top-dose activity change, positive = activation, most hits filed as activators; actives 0.063% (n = 320,000); H1299 p53-A138V BP100-luciferase reporter, luminescence, 24 h; further: potency means the concentration at half of the fitted maximal effect; % of control where 0% means no effect; nearly all actives have a fitted effect of over 45% in size
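p53-null H1299 cells stably carrying temperature-sensitive p53-A138V and a BP100-luciferase reporter were pinned with compounds (4-point, 1:5 series) and held 24 hrs at 37 deg C. Luminescence was read 10 min after detection reagent.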
RORgamma inh: blocks mouse ROR gamma transcriptional activity | P51450 | Drosophila S2 Gal4-RORgamma UAS-luciferase reporter, 20 h | Potency, µM (top dose mostly 53.6 µM), for inactives: top-dose activity change, negative = inhibition, most hits filed as inhibitors | actives 5.4% (n = 310,000) | AID 2551; further: potency means the concentration at half of the fitted maximal effect; on the % scale 0 is the no-effect control and ±100 the full control effect; nearly all actives have a fitted effect of over 60% in size
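Stable Schneider cell line, Gal4 DNA-binding domain fused to ROR gamma, UAS-luciferase. Cmpd 1 hr RT → CuSO4 700 uM final → 20 hr RT → luciferase reagent 10 min → luminescence.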
ELG1 genotoxic: induces genotoxicity in HEK293T cells with luciferase-tagged ELG1; AID 504466; Potency, µM (highest dose often 46 µM), without a hit: at the top dose activity change, positive = activation, actives largely listed as activators; actives 1.3% (n = 330,000); HEK293T ELG1-luciferase reporter, luminescence, 16 h; further: potency means the concentration at half of the fitted maximal effect; % of control where 0% means no effect; nearly all actives have a fitted effect of over 60% in size
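Genotoxicity was scored as increased ELG1-luciferase reporter signal, measured by ONE-Glo luminescence (30 min, room temperature). Compound or vehicle exposure of the HEK293T reporter cells lasted 16 hr at 37°C.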
Starred values were filed as active, the others as inactive; ? = inconclusive; · = not tested or not shown; & = joins results of further samples; [ ] = another dose, or the depositor's remark. Unless noted, the call rests on the fitted dose curve; in most records, active means well fitted curve in the direction sought with a large enough effect; inconclusive means small, poorly fitted or top-dose-only effect, or another doubt; inactive means no such curve, though single readings can be large; an effect the other way counts as inactive or inconclusive. Not all compounds are listed; the hit share may differ from the screen's.

SMILES | BRCA1 expr act | Giardia kill | FLuc counter | NPC1 promoter act | Menin-MLL TR inh | VP16 counter | PKM2 act | Rab9 prom act | p53 reactivator | RORgamma inh | ELG1 genotoxic
COc1ccc(NC(=S)NCc2ccccc2)c(OC)c1 | 9% | -2 | 1% | -2% | 0% | ? | -6% | -5% | · | 16µM* | 5%
Fc1ccc(-c2nnc(CSc3nnc(-c4ccc5c(c4)OCO5)o3)o2)cc1 | 1% | 9 | ? | 0% | -23% | -11% | -9% | 4% | 25% | -33% | 3%
CCOc1cccc(CN2CCC(Oc3ccc(C(=O)N4CCCC4)cc3)CC2)c1 | -18% | -20 | 2% | 27% | · | 0% | · | 0% | 7% | 0% | 3%
O=C(OCN1C(=O)c2ccccc2C1=O)c1cccc(S(=O)(=O)N2CCOCC2)c1 | 1% | 4 | 0% | 4% | · | -7% | 3% | 5% | 1% | -17% | -10%
CS(=O)(=O)Oc1ccc(/C=C2\C(=N)N3N=C(CC(=O)N4CCOCC4)SC3=NC2=O)cc1Cl | 16% | 9 | -1% | 0% | -5% | 8% | 5% | -1% | 4% | -8% | 3%
CCOC(=O)C1=C(C)OC(N)=C(C#N)C1c1ccc(C)s1 (stereo not drawn) | -17% | -11 | -12% | 3% | -1% | 2%[10 µM] | -15% | -3% | 1% | 30% | 2%
Cc1cccc(C)c1NC(=O)CNC(=O)C1CCCC1 | -5% | -8 | 4% | -1% | · | · | · | -1% | 13% | · | 1%
Cc1cccc(N2CCN(C(=O)C3CCN(S(=O)(=O)N4CCOCC4)CC3)CC2C)c1 (stereo not drawn) | -3% | -7 | -6% | 1% | -5% | -4% | 1% | 0% | -1% | 9% | -5%
N#Cc1c(-c2cccc(Cl)c2)[nH]c(=S)[nH]c1=O | 21% | 5 | -6% | 1% | · | 1% | -17% | -4% | 13% | -8% | 2%
CC(=O)Oc1ccc2c(c1)O/C(=C\c1ccncc1)C2=O | 0% | 4 | ? | -3% | · | -11% | -5% | 1% | 4% | -6% | 1%
O=C(N/C(=C/c1ccc(F)cc1)C(=O)N1CCCC1)c1ccccc1 | 1% | -9 | 3% | -2% | -22% | 2% | · | -1% | 1% | 14% | 1%
O=C(COc1cccc2ccccc12)N/N=C/c1ccc(Sc2nc3ccccc3s2)o1 | -46% | 25 | 1% | 0% | ? | -1% | 0% | -4% | 4% | -32% | 0%
O=C(/C=C\c1ccco1)Nc1ccc(N2CCN(C(=O)c3ccccc3)CC2)cc1 | -3% | 3 | 2% | 3% | 0% | -17% | -10% | -2% | -5% | 3% | -4%
COc1ccc(Cl)cc1Nc1cc(C)nc2nc(C)nn12 | -15% | -6 | -16% | 1% | 3% | 24% | -4% | -1% | 1% | ? | 1%
CC1CCC(C(C)C)C(OCC(O)CNC(C)C)C1 (stereo not drawn) | -22% | 38[activator] | -2% | -1% | · | -11% | -1% | -3% | -3% | -17% | -9%
CS(=O)(=O)/C(C#N)=C/c1cccn1S(=O)(=O)c1ccccc1 | 3% | -1 | -2% | -3% | 5% | -2% | · | 0% | 1% | 0% | 0%
CN1/C(=C\C=Nc2ccc3ccccc3c2)C(C)(C)c2ccccc21 | · | · | ? | 0% | ? | 4.5µM* | -12% | 0% | 11% | 3.2µM* | -2%
Cc1cc(/C=C2\Sc3ccccc3N2C)cc(C)[n+]1CC1CCCO1 (stereo not drawn) | -75% | -10 | 4% | -37%[inhibitor] | ? | 2µM* | 1% | -52%[inhibitor] | 6% | 2.8µM* | 2%
CCOc1ccc(C(=O)N2CCN(c3cnn(-c4ccccc4)c(=O)c3Cl)CC2)cc1 | -1% | -8 | 1% | -4% | -16% | 2% | 1% | 1% | -1% | 3% | -2%
COc1ccccc1CCCNC(=O)C1CCC(=O)N(Cc2ccccc2F)C1 (stereo not drawn) | ? | 0 | 21µM* | 2.8µM* | 0% | 3% | · | 4µM* | ? | 35% | ?
Cc1cccc(CN2C(=O)CSc3ccc(C(=O)NC4CC4)cc32)c1 | -28% | 17 | 0% | -6% | -2% | 6% | -6% | -4% | -4% | 26% | -1%
CCOc1ccc(OCC(=O)OCn2c(SC)nnc(C)c2=O)cc1 | 0% | -7 | 4% | -6% | -2% | -2% | 4% | 0% | -19% | -2% | -2%
COc1ccc(NC(=O)CC(C)NCCCN2CCCC2=O)cc1 (stereo not drawn) | 0% | -7 | 0% | -2% | -22% | -2% | · | -4% | 3% | -2% | 0%
Cc1cc(NS(=O)(=O)c2ccc(NC(=O)C(C)Oc3ccc(C(C)C)cc3)cc2)no1 (stereo not drawn) | -25% | 10 | -7% | 1% | 14% | 5% | 1% | 3% | 4% | 15% | 7%
Cc1cc(C)c[n+](C(C)C(=O)c2ccc(Cl)cc2)c1 (stereo not drawn) | -8% | 3 | 0% | -5% | 4% | -6% | -1%[11.5 µM] | 1% | -5% | -9% | -3%

Looked up by structure from the list above (5):
SMILES | BRCA1 expr act | Giardia kill | FLuc counter | NPC1 promoter act | Menin-MLL TR inh | VP16 counter | PKM2 act | Rab9 prom act | p53 reactivator | RORgamma inh | ELG1 genotoxic
Cc1cccc(CN2C(=O)CSc3ccc(C(=O)NC4CC4)cc32)c1 | -28% | 17 | 0% | -6% | -2% | 6% | -6% | -4% | -4% | 26% | -1%
O=C(N/C(=C/c1ccc(F)cc1)C(=O)N1CCCC1)c1ccccc1 | 1% | -9 | 3% | -2% | -22% | 2% | · | -1% | 1% | 14% | 1%
Fc1ccc(-c2nnc(CSc3nnc(-c4ccc5c(c4)OCO5)o3)o2)cc1 | 1% | 9 | ? | 0% | -23% | -11% | -9% | 4% | 25% | -33% | 3%
O=C(COc1cccc2ccccc12)N/N=C/c1ccc(Sc2nc3ccccc3s2)o1 | -46% | 25 | 1% | 0% | ? | -1% | 0% | -4% | 4% | -32% | 0%
CCOc1cccc(CN2CCC(Oc3ccc(C(=O)N4CCCC4)cc3)CC2)c1 | -18% | -20 | 2% | 27% | · | 0% | · | 0% | 7% | 0% | 3%

(more compounds)
SMILES | BRCA1 expr act | Giardia kill | FLuc counter | NPC1 promoter act | Menin-MLL TR inh | VP16 counter | PKM2 act | Rab9 prom act | p53 reactivator | RORgamma inh | ELG1 genotoxic
COc1ccc(S(=O)(=O)NCc2ccccc2Cl)cc1OC | -6% | -11 | -1% | 0% | 7% | -6% | 6% | 0% | -5% | 2% | 4%
O=C1C2C3C=CC(CC3)C2C(=O)N1/N=C/c1c[nH]c2ccccc12 (stereo not drawn) | 8.9µM* | 9 | 9.5µM* | ? | 7% | -8% | -6% | ? | ? | 21% | 25%
CC1CCc2nc3ccc(S(=O)(=O)N4CCC(C(=O)O)CC4)cc3c(C(=O)O)c2C1 (stereo not drawn) | 0% | 5 | 0% | 3% | -15% | 4% | 10% | 5% | 11% | -19% | -2%
CC(C)C(=O)N1CCN(c2nc(-c3ccccc3)c3c(c2C#N)CCCC3)CC1 | -57% | -13 | 3% | 0% | -19% | -1% | 12% | -1% | 3% | 0% | -12%
CCOC(=O)c1ccc(NC(=O)CN2C(=O)C(C)SC(C)C2=O)cc1 (stereo not drawn) | 0% | 9 | ? | -1% | 9% | -12% | -2% | 0% | 0% | 25% | -2%
Cc1ccc(C(=O)NC(=S)NNC(=O)c2ccccc2[N+](=O)[O-])cc1 | -24% | 7 | 1% | -1% | -1% | 3.2µM* | -11% | 0% | ? | 3.2µM* | 0%
COCCNC(=O)CCc1c(C)nc2c(c(C)nn2-c2ccc(C)cc2)c1C | -34% | 30[activator] | 5%&-3% | -3% | -7% | -3% | · | 1%[1.84 µM] | -5% | 8% | -4%
O=C(Cc1cccs1)Nc1ccc(-c2nnn(CC(=O)N3CCOCC3)n2)cc1 | -38% | -6 | ? | 0% | ? | 11% | -1% | 19% | 1% | 10% | 2%
CCOC(=O)C1CCN(C(=O)Cc2ccc(OC)c(OC)c2)CC1 | 4% | -8 | 3% | -4% | ? | 1% | 4% | 8% | -2% | 20% | -7%
CSc1ccc(C(=S)N2CCN(C)CC2)cc1 | -4% | 7 | 5% | -1% | -14% | 2%[0.365 µM] | -4% | 1% | 10% | -13% | -3%
COCCn1c(-c2ccc(Cl)cc2)cnc1SCC(=O)NCCc1ccc(OC)c(OC)c1 | -30% | 27 | 1% | -6% | -9% | -11% | 3% | -9% | -11% | 18% | -2%
CCOC(=O)COc1c(C=O)cc(Br)cc1OC | -5% | -14 | -2% | -2% | -12% | -2% | -1% | 1% | 6% | -12% | 0%

Screening results: PubChem BioAssay, National Center for Advancing Translational Sciences (NCATS)
